RSV CPE inhibition – inhibition of RSV-induced cytopathic effect – HEp-2 cells, primary 10 µM value included (AID 2391); HEp-2 cells, RSV-induced CPE inhibition; higher % means a stronger effect; 0.13% of 310,000 active; CPE inhibition, % at 10 µM, or IC50 in µM where a hit was titrated; in the data active = a potency from the dose series; inconclusive = CPE inhibition mostly from about 23% at the one dose, without a potency; inactive = the rest, 99 in 100 with CPE inhibition below about 21%; also: strong numbers were not always called active
HIV fusion peptide – cell-free HIV fusion peptide-binding blockers – biochemical, uHTS, fluorescence dequenching, primary screen (AID 1986); cell-free peptide binding, fluorescence dequenching, 30 min; higher % means a stronger effect; one-dose inhibition, % at 20 µM; IC50 in µM for titrated hits; 0.3% of 290,000 active; in the data active = inhibition mostly above about 52%, no sharp cut-off; inactive = mostly below about 76%; also: some results filed as inactive read as strong as hits
LYP phosphatase – PTPN22 lymphoid phosphatase activity blockers – biochemical, fluorescence intensity, uHTS (AID 1779); 0.054% of 290,000 active; recombinant LYP phosphatase, fluorescence intensity; higher % means a stronger effect; inhibition, % at 11.5 µM; hits with a dose series show IC50 in µM; in the data active = inhibition above about 50%;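 also: plate controls were vehicle with enzyme for no effect and no enzyme for full effect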
AID2073 – inhibitors of Mint1-CaV2.2 protein interaction, biochemical, HTRF (AID 2073); HTRF protein-protein interaction, Mint1-CaV2.2; higher % means a stronger effect; inhibition, % at 20 µM, or IC50 in µM where a hit was titrated; 0.19% of 290,000 active; in the data active = inhibition mostly above about 51%, no sharp cut-off; inconclusive = no clear call, values can overlap the other calls; inactive = mostly below about 53%; also: some results filed as inactive read as strong as hits
Siah-1 displacement – blockers of Siah-1 interaction with plectin peptide – biochemical, fluorescence polarization, rhodamine-plectin, uHTS, primary screen (AID 1817); Siah-1 / rhodamine-plectin peptide fluorescence polarization; higher % means a stronger effect; displacement, % at 20 µM, or IC50 in µM where a hit was titrated; 0.02% of 290,000 active;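 active = displacement of at least 50% at 20 µM, with a fluorescence ratio check between 0.3 and a set limit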;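 also: plate controls were Siah plus tracer with DMSO for no effect and tracer alone without Siah for full effect; strong numbers were not always called active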
XIAP displacement – XIAP antagonists, biochemical, IAP family, fluorescence polarization (AID 1018) | XIAP BIR domain, fluorescence polarization peptide displacement; higher % means a stronger effect | displacement, % at 20 µM; hits with a dose series show IC50 in µM | 0.007% of 200,000 active; in the data active = displacement above about 50%; also: a part of the inactive calls stands beside numbers as strong as those of hits
Large T inhibition – SV40 large T antigen inhibitors, biochemical (AID 1903). SV40 large T antigen ATPase/helicase inhibition assay; higher % means a stronger effect. one-dose inhibition, % at 20 µM; IC50 in µM for titrated hits. 0.39% of 310,000 active; in the data active = a potency from the dose series; inconclusive = inhibition mostly from about 32% at the one dose, without a potency; inactive = the rest, 99 in 100 with inhibition below about 32%; also: strong numbers were not always called active
MgcRacGAP inhibition – MgcRacGAP GTPase-activating activity inhibitors, confirmation, biochemical, ADP Hunter fluorescence; MgcRacGAP-stimulated Rac1 GTP hydrolysis, ADP Hunter fluorescence; higher % means a stronger effect; GST-tagged Rac1 F28L mutant substrate; 0.6% of 340,000 active; inhibition, % at 30 µM, or IC50 in µM where a hit was titrated;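 active = first-screen hits whose inhibition reached a set limit at any dose in the follow-up dose series; inconclusive = inhibition above the set first-screen limit but never retested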;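 also: fluorescence reports GDP produced by GAP-driven GTP hydrolysis; strong numbers were not always called active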
Dengue-2 NS5 capping – Dengue-2 NS5 methyltransferase inhibitors, primary screen, biochemical, confirmation dose response (AID 588689); Dengue-2 NS5 methyltransferase capping enzyme assay, biochemical; higher % means a stronger effect; inhibition, % at 25 µM, or IC50 in µM where a hit was titrated; 0.3% of 340,000 active; in the data active = a potency from the dose series; inconclusive = inhibition above about 29% without an active follow-up result
Dengue-2 NS5 capping pilot replicate – further read-out of Dengue-2 NS5 capping, marked with its call; inhibition, %; measured here: pilot screen replicate inhibition
* = called active by the depositor; u = inconclusive; x = no result given. Outcome played no part in choosing rows. About 1.7% of those tested had a hit in this group.

SMILES	RSV CPE inhibition	HIV fusion peptide	LYP phosphatase	AID2073	Siah-1 displacement	XIAP displacement	Large T inhibition	MgcRacGAP inhibition	Dengue-2 NS5 capping	others
CCOC(=O)CSc1nnc(CNC(=O)c2cccs2)n1-c1ccccc1	3.0%	-0.9%	-5%	-2%	1%	-1.3%	21%	3%	-1%
NNC(=O)c1ccc2[nH]c3c(c2c1)CCCC3	4.0%	0.4%	-10%	0%	25%	-2.5%	17%	1%	11%
Cc1cc(C)cc(NC(=O)COC(=O)c2cc(C)oc2C)c1	1.6%	3.2%	-3%	0%	4%	-6.9%	-3%	6%	-3%
O=C(/C=C/c1c(F)cccc1Cl)c1ccc(O)cc1	21%	-1.6%	-2%	0%	8%	x	16%	12%	-10%
OCC[C@H]1C[C@H](O)[C@@H](O)[C@]2(CCc3ccccc3CO2)O1	2.1%	x	x	x	x	x	7%	4%	-4%
CCCCN1CCC(COC(=O)c2cc(Cl)c(N)c3c2OCCO3)CC1	-1.5%	x	x	x	x	x	4%	-2%	1%
O=C1C2C3C=CC(C2C(=O)N1CCCO)C1C2C(=O)N(CCCO)C(=O)C2C31 (configuration not stated)	1.1%	1.9%	-6%	9%	-7%	-5.4%	2%	4%	-2%
CCC(=O)Nc1ccc(N2CCN(C(=O)c3ccco3)CC2)c(Cl)c1	x	-0.6%	-9%	5%	10%	x	x	-2%	0%
Clc1ccc2c(c1)nc1n2CCCC1	2.4%	-1.2%	-4%	3%	4%	x	10%	4%	-1%
COc1ccc(C(=O)Nc2ccccc2C(=O)NC(C(=O)NCc2ccco2)C(C)C)cc1 (configuration not stated)	-0.7%	-2.4%	-3%	6%	10%	-4.0%	2%	1%	-2%
CN(C)CCCNC(=O)c1ccc(Oc2ccccc2)cc1	-1.5%	0.9%	-13%	0%	0%	-4.0%	-8%	-1%	-8%
Cc1cccc(OCC(=O)NNC(=O)CSc2ncc(C#N)c(N)n2)c1	1.1%	2.1%	2%	11%	-3%	-4.1%	7%	4%	-7%
Cc1ccc(CN2CCN(Cc3cnn(-c4ccc(Cl)cc4)c3)CC2CCO)o1 (configuration not stated)	0.4%	2.3%	-7%	0%	-3%	-3.3%	x	9%	-2%
C/C(CC(=O)Nc1ccc(N(C)C)cc1)=N\NC(=O)c1ccc(C(C)(C)C)cc1	0.0%	0.2%	-12%	-5%	-1%	x	10%	14%	-6%
Nc1nonc1-n1nnc(C(=O)N/N=C/c2ccco2)c1-c1ccccc1	0.3%	-0.2%	-8%	5%	4%	x	25%	5%	-14%
COc1ccc(CCNc2ccc(S(=O)(=O)N3CCCC3)cc2[N+](=O)[O-])cc1	11%	2.9%	-2%	-13%	0%	1.9%	8%	5%	1%
CCN(CC)Cc1c(O)ccc2c(=O)c(-c3ccc(Cl)cc3)coc12	3.3%	0.4%	-12%	36%	1%	x	10%	7%	1%	Dengue-2 NS5 capping pilot replicate=-0.6
CCCNC(=O)Cn1nc(C(F)(F)F)cc1C	1.7%	0.0%	-5%	u	2%	-13%	21%	1%	1%
O=C(O)CCn1nc(-c2ccc(F)cc2)cc(Cc2ccccc2)c1=O	1.8%	0.1%	0%	17%	2%	x	11%	5%	-3%
CC(=O)c1cc2c(cc1N/C(=N/S(=O)(=O)c1ccc(C)cc1)c1ccccc1)OCO2	2.0%	-1.2%	-4%	9%	1%	-13%	1%	4%	-9%
O=C(NCc1nc(-c2ccc(C(F)(F)F)cc2)no1)Nc1ccc(OC(F)(F)F)cc1	x	0.8%	8%	9%	4%	x	15%	x	x
Cc1cc(OC(=O)c2ccccc2)n(CCC#N)n1	0.2%	0.8%	-7%	-2%	7%	-11%	3%	5%	-7%
CC1(C)Cc2cccc(OCC(=O)Nc3cccnc3Cl)c2O1	-0.9%	-1.0%	-8%	-4%	6%	-4.3%	8%	6%	5%
O=[N+]([O-])c1cccc(/C=N/Nc2nc(N3CCOCC3)nc(N3CCOCC3)n2)c1	1.8%	2.2%	0%	1%	4%	-5.6%	0%	-1%	-6%
COc1ccc(-n2c(=O)c(CCC(=O)N3CCN(c4ccccc4O)CC3)nc3ccccc32)cc1	2.8%	x	x	x	x	x	7%	14%	-4%

Reprinted at random: 2 compounds from above.
SMILES	RSV CPE inhibition	HIV fusion peptide	LYP phosphatase	AID2073	Siah-1 displacement	XIAP displacement	Large T inhibition	MgcRacGAP inhibition	Dengue-2 NS5 capping	others
O=C(NCc1nc(-c2ccc(C(F)(F)F)cc2)no1)Nc1ccc(OC(F)(F)F)cc1	x	0.8%	8%	9%	4%	x	15%	x	x
CCN(CC)Cc1c(O)ccc2c(=O)c(-c3ccc(Cl)cc3)coc12	3.3%	0.4%	-12%	36%	1%	x	10%	7%	1%	Dengue-2 NS5 capping pilot replicate=-0.6

Carrying on:
SMILES	RSV CPE inhibition	HIV fusion peptide	LYP phosphatase	AID2073	Siah-1 displacement	XIAP displacement	Large T inhibition	MgcRacGAP inhibition	Dengue-2 NS5 capping	others
O=C(NC1CC1)C1=C[C@@H](c2coc3ccccc3c2=O)C[C@@H](OCc2ccc(CO)cc2)O1	1.5%	-2.0%	-7%	6%	-2%	-11%	6%	12%	1%
CC(=O)Cc1nsc(NC(=O)c2ccc(-c3cccc(C(F)(F)F)c3)o2)n1	0.6%	4.6%	-4%	13%	0%	-3.5%	-5%	4%	5%
CC(=O)Nc1cc(NC(C)=O)cc(-c2nc3ccccc3[nH]2)c1	-0.6%	-1.1%	-7%	5%	8%	1.4%	13%	7%	-3%
COc1cccc(C=O)c1OC(=O)N1CCOCC1	0.5%	-0.8%	-8%	7%	-4%	x	2%	3%	2%
CCOc1cc(C2NC(=O)NC(c3ccccc3)=C2C(C)=O)ccc1OC(C)=O (configuration not stated)	1.3%	-1.7%	-2%	-15%	-11%	8.4%	-2%	-1%	-10%
COc1ccc(NC(=O)N(CCC(C)C)C(C)c2ccccn2)c(OC)c1 (configuration not stated)	1.8%	0.0%	-6%	-1%	0%	-1.6%	8%	22%	-1%
CN(C)S(=O)(=O)c1cccc(NC(=S)Nc2cc(Cl)cc(Cl)c2)c1	13%	-0.5%	-2%	-2%	-4%	-8.7%	-1%	5%	-12%	Dengue-2 NS5 capping pilot replicate=-4.7
c1ccc(-c2csc(Nc3ncccn3)n2)cc1	0.3%	2.9%	-10%	25%	6%	-3.3%	0%	0%	-5%
CCc1c(C(=O)N/N=C/c2sccc2C)nnn1-c1nonc1N	3.5%	-1.5%	-5%	-4%	3%	x	0%	9%	5%
CCCCCN(C(=O)CCC(=O)OCC(=O)N1CCCCC1C)c1c(N)n(CCCC)c(=O)[nH]c1=O (configuration not stated)	1.0%	-2.0%	-3%	3%	-1%	x	11%	8%	-5%
CCCCCCCCCCCCN1[C@@H](CC(=O)OC)c2cc(C(F)(F)F)ccc2S1(=O)=O	-2.2%	x	x	x	x	x	9%	4%	-7%
Cn1c(=O)[nH]c(=O)c2c1nc(N1CCNCC1)n2Cc1ccccc1	1.0%	0.4%	-9%	4%	0%	x	6%	8%	-6%
CCc1nnc(NC(=O)CSc2nnc(-c3ccc(NS(=O)(=O)c4ccccc4)cc3)o2)s1	6.7%	8.6%	-2%	2%	10%	-4.0%	14%	-4%	1%
O=C(COC(=O)c1ccccc1NCCO)NCCC1=CCCCC1	0.4%	x	x	x	x	x	11%	7%	1%
COc1ccc(C/C(N)=N/OC(=O)c2cccs2)cc1	0.3%	-2.3%	-5%	-4%	4%	-7.6%	19%	2%	-6%
CCOC(=O)c1sc(SCc2ccccc2)c2c1CC(C)(C)CC2=O	1.4%	x	x	x	x	x	2%	1%	-6%
CC(C)(C)c1nnc2sc(SCC(=O)c3ccc(Cl)cc3)nn2c1=O	20%	1.2%	-1%	-7%	-7%	-6.0%	-7%	10%	-1%
COc1cccc(/C=N/Nc2snc(SC)c2C#N)c1	4.1%	-1.3%	-2%	4%	2%	-15%	5%	-2%	5%
O=C1CCCC(O)=C1C=Nc1ccc(O)cc1	0.3%	2.4%	-7%	-19%	1%	-4.7%	12µM*	17µM*	1%
Cc1c(C(=O)OCC(=O)Nc2cccc(S(N)(=O)=O)c2)oc2c1ccc1ccccc12	u	-1.1%	-3%	43%	0%	-3.5%	10%	13%	-2%
CCC(CC)C(=O)c1c[nH]c(C(=O)NC2CCCCCC2)c1	1.8%	-0.6%	-12%	11%	-4%	x	7%	6%	-1%
Cc1cccc(OCCC(=O)Nc2ccc(S(=O)(=O)N3CCCC3)cc2)c1	4.7%	1.6%	5%	26%	-1%	-3.1%	11%	8%	-7%
CCOC(=O)C1=C(COC(=O)CNC(=O)c2ccccc2F)NC(=O)NC1C (configuration not stated)	-1.6%	x	x	x	x	x	4%	0%	0%

An excerpt from above in order of length of the SMILES, falling:
SMILES	RSV CPE inhibition	HIV fusion peptide	LYP phosphatase	AID2073	Siah-1 displacement	XIAP displacement	Large T inhibition	MgcRacGAP inhibition	Dengue-2 NS5 capping	others
O=C(NC1CC1)C1=C[C@@H](c2coc3ccccc3c2=O)C[C@@H](OCc2ccc(CO)cc2)O1	1.5%	-2.0%	-7%	6%	-2%	-11%	6%	12%	1%
CCc1nnc(NC(=O)CSc2nnc(-c3ccc(NS(=O)(=O)c4ccccc4)cc3)o2)s1	6.7%	8.6%	-2%	2%	10%	-4.0%	14%	-4%	1%
CCCCCCCCCCCCN1[C@@H](CC(=O)OC)c2cc(C(F)(F)F)ccc2S1(=O)=O	-2.2%	x	x	x	x	x	9%	4%	-7%
Cc1c(C(=O)OCC(=O)Nc2cccc(S(N)(=O)=O)c2)oc2c1ccc1ccccc12	u	-1.1%	-3%	43%	0%	-3.5%	10%	13%	-2%
CC(=O)Cc1nsc(NC(=O)c2ccc(-c3cccc(C(F)(F)F)c3)o2)n1	0.6%	4.6%	-4%	13%	0%	-3.5%	-5%	4%	5%
CCOc1cc(C2NC(=O)NC(c3ccccc3)=C2C(C)=O)ccc1OC(C)=O (configuration not stated)	1.3%	-1.7%	-2%	-15%	-11%	8.4%	-2%	-1%	-10%
COc1ccc(NC(=O)N(CCC(C)C)C(C)c2ccccn2)c(OC)c1 (configuration not stated)	1.8%	0.0%	-6%	-1%	0%	-1.6%	8%	22%	-1%
CC(=O)Nc1cc(NC(C)=O)cc(-c2nc3ccccc3[nH]2)c1	-0.6%	-1.1%	-7%	5%	8%	1.4%	13%	7%	-3%
CCOC(=O)c1sc(SCc2ccccc2)c2c1CC(C)(C)CC2=O	1.4%	x	x	x	x	x	2%	1%	-6%
CCC(CC)C(=O)c1c[nH]c(C(=O)NC2CCCCCC2)c1	1.8%	-0.6%	-12%	11%	-4%	x	7%	6%	-1%
O=C(COC(=O)c1ccccc1NCCO)NCCC1=CCCCC1	0.4%	x	x	x	x	x	11%	7%	1%
COc1ccc(C/C(N)=N/OC(=O)c2cccs2)cc1	0.3%	-2.3%	-5%	-4%	4%	-7.6%	19%	2%	-6%
COc1cccc(/C=N/Nc2snc(SC)c2C#N)c1	4.1%	-1.3%	-2%	4%	2%	-15%	5%	-2%	5%
c1ccc(-c2csc(Nc3ncccn3)n2)cc1	0.3%	2.9%	-10%	25%	6%	-3.3%	0%	0%	-5%
O=C1CCCC(O)=C1C=Nc1ccc(O)cc1	0.3%	2.4%	-7%	-19%	1%	-4.7%	12µM*	17µM*	1%
